Bioassay records: PubChem BioAssay, National Center for Advancing Translational Sciences (NCATS)
HT1080 IDH1KD tx = qHTS for induction of synthetic lethality in tumor cells producing 2HG: qHTS for the HT-1080-IDH1KD cell line; HT-1080 IDH1 knockdown viability, ATP luminescence, 48 h; Potency, µM (series often up to 46.1 µM), for inactives: top-dose activity, negative = toxicity, usual class: cytotoxic; AID 686971, 2013; actives 2% (n = 360,000);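 further: potency means the concentration at half of the fitted maximal effect; 0% = DMSO wells and -100% = cell-free medium wells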
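CellTiter-Glo luminescence after 48 h compound exposure at 37 degrees C of IDH1-knockdown HT-1080 cells in 5% FBS RPMI. %Activity scaled between DMSO wells and cell-free media wells, with curves fitted and assigned curve classes.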
MCF10A rerep = A quantitative high throughput screen for small molecules that induce DNA re-replication in MCF 10a normal breast cells; MCF 10A DNA re-replication, Hoechst nuclear intensity, 48 h; Potency, µM (highest dose often 46.1 µM), for the others: top-dose activity, positive = re-replication, usual class: activators; actives 2.9% (n = 350,000); AID 624296, 2012; further: potency means the concentration at half of the fitted maximal effect; % of control where 0% means no effect; nearly all actives have a fitted effect of over 50% in size
ATXN2 expr inh = Primary qHTS for Inhibitors of ATXN expression; AID 1745845, 2022; HEK-293 ATXN2-luciferase reporter, luminescence, 24 h; actives 0.72% (n = 360,000); Potency, µM (titrated, usually from 57 µM), for inactives: top-dose activity change, negative = inhibition, most hits filed as inhibitors; further: potency means the concentration at half of the fitted maximal effect; on the % scale 0 is the no-effect control and ±100 the full control effect; nearly all actives have a fitted effect of over 55% in size
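qHTS (up to 57 uM final) was run with 24 h compound exposure of reporter cells at 37 °C. Each well was multiplexed: SteadyGlo luminescence measured ATXN2-luciferase expression after a fluorogenic Gly-Phe-AFC viability readout (25 uM final).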
KB-3-1 cytotox = qHTS assay for MDR1-selective chemotherapeutics: Primary screen using the parental adenocarcinoma cell KB-3-1; KB-3-1 viability, CellTiter-Glo ATP luminescence, 72 h; Potency, µM (top dose mostly 46.1 µM), inactives show top-dose activity change, negative = cytotoxic, actives largely listed as cytotoxic; actives 1.4% (n = 400,000); AID 1347075, 2019; further: potency means the concentration at half of the fitted maximal effect; on the % scale 0 is the no-effect control and ±100 the full control effect; nearly all actives have a fitted effect of over 60% in size
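Viability of parental KB-3-1 cells, measured by CellTiter-Glo luminescence, followed a 72 h incubation at 37 °C with pinned compounds in phenol-red-free DMEM containing 10% FBS.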
S2 tox = Viability Counterscreen for Primary qHTS for Inhibitors of ATXN expression; S2 cells (HEK-293 line with an ATXN2-luciferase reporter) viability, CellTiter-Fluor protease fluorescence, 24 h; actives 0.49% (n = 400,000); Potency, µM (highest dose often 56.7 µM), most hits filed as cytotoxic; further: potency means the concentration at half of the fitted maximal effect; nearly all actives have a fitted effect of over 40% in size
KB-V1 cytotox = qHTS assay for MDR1-selective chemotherapeutics: Primary screen using the drug-selected MDR subline cells KB-V1 | KB-V1 MDR cells viability, CellTiter-Glo, 72 h | Potency, µM (highest dose often 46.1 µM), for the others: top-dose activity change, negative = cytotoxicity, actives largely listed as cytotoxic | actives 3.4% (n = 400,000) | AID 1347076, 2019; further: potency means the concentration at half of the fitted maximal effect; on the % scale 0 is the no-effect control and ±100 the full control effect; nearly all actives have a fitted effect of over 60% in size
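Potencies derive from concentration-effect curves fitted to normalized luminescence (CellTiter-Glo) of KB-V1 cells treated for 72 h at 37 degrees C in phenol-red-free DMEM containing 10% FBS.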
SW480 rerep = A quantitative high throughput screen for small molecules that induce DNA re-replication in SW480 colon adenocarcinoma cells. AID 624297, 2012. SW480 DNA re-replication, Hoechst DNA content imaging, 48 h. actives 1.8% (n = 340,000). Potency, µM (top dose mostly 46.1 µM), for the others: top-dose re-replication activation, hits mostly activators; further: potency means the concentration at half of the fitted maximal effect; % of control where 0% means no effect; nearly all actives have a fitted effect of over 55% in size
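SW480 cells exposed to compounds for 48 hr at 37 C, 5% CO2, then Hoechst-stained 40 min. Nuclear DNA content imaged by fluorescence scanning (405 nm excitation, 500-530 nm emission); re-replication scored as increased high-intensity nuclei.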
IL1B secr inh = qHTS for Inhibitors of Inflammasome Signaling: IL-1-beta AlphaLISA Primary Screen | THP-1 LPS/ATP IL-1B secretion, AlphaLISA, 16 h; active compounds read low | activity change, % at 57.5 µM | actives 4.7% (n = 360,000) | AID 743279, 2014; in the data active means activity change below about -50%; inconclusive means mostly about -30% to -49%; further: on the % scale 0 is the no-effect control and ±100 the full control effect
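THP-1 cells pretreated 1 hr with compounds (up to 57.5 uM final), then stimulated with LPS (250 ng/mL final) plus ATP (1.25 mM final); secreted IL-1B measured by AlphaLISA after 16 hr, decreased signal indicating inhibition.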
HT1080NT lethal = qHTS for induction of synthetic lethality in tumor cells producing 2HG: qHTS for the HT-1080-NT fibrosarcoma cell line; actives 1.6% (n = 360,000); Potency, µM (titrated, usually from 46.1 µM), inactives show at the top dose activity, negative = less viability, most hits filed as cytotoxic; AID 686970, 2013; HT-1080-NT fibrosarcoma viability, CellTiter-Glo ATP luminescence, 48 h;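 further: NT is the 2HG producing partner of a matched IDH1 knockdown line; potency means the concentration at half of the fitted maximal effect; 0% = DMSO-treated cells and -100% = media-only wells without cells; nearly all actives have a fitted effect of over 55% in size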
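Luminescent CellTiter-Glo readout after 48 hours of compound exposure at 37 degrees C defined viability of HT-1080-NT cells. Activity was normalized to DMSO wells and cell-free media wells; concentration-response curves were fitted and assigned curve classes.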
* hit, by the source's call; i = inactive; ? = inconclusive; / = not tested or not shown; & = joins results of further samples; [ ] = another dose, or the depositor's remark. Unless noted, the call rests on the fitted dose curve; in most records, active means well fitted curve in the direction sought with a large enough effect; inconclusive means small, poorly fitted or top-dose-only effect, or another doubt; inactive means no such curve, though single readings can be large; an effect the other way counts as inactive or inconclusive.

SMILES	HT1080 IDH1KD tx	MCF10A rerep	ATXN2 expr inh	KB-3-1 cytotox	S2 tox	KB-V1 cytotox	SW480 rerep	IL1B secr inh	HT1080NT lethal
Cc1cnc(=O)[nH]c1SCc1ccccc1F	0%	?	/	3%	i	?	2%	-16	-6%
O=C1CCC/C(=N\NC(=O)c2ccc(COc3ccccc3-c3ccccc3)cc2)C1	-22%	9.2µM*	-7%	5%	i	26%	100%	-15	-23%
CCOc1ccc(NC(=O)CNc2cccc(S(=O)(=O)N3CCCCCC3)c2)cc1OCC	?	?	/	-15%	?	-13%	-8%	-5	-15%
COc1ccc(NC(=O)C(CC(=O)O)Cc2ccccc2)cc1 (stereo unspecified)	22%	-1%	-4%	1%	i	-1%	2%	0	1%
O=C(Nc1cccc(Cl)c1)c1ccc2c(c1)SC1=NS(=O)(=O)CCN12	-30%	1%	?	-7%	i	?	-9%	-67*	-7%
Cc1cc(C(c2nnnn2Cc2ccccc2)N2CCOCC2)c(C)n1-c1ccc2c(c1)OCO2 (stereo unspecified)	10µM*	-2%	5%	6%	i	8%	-4%	-97*	?
Cc1c(C)c2c(c(C)c1OC(=O)c1cccnc1)CC[C@@](C)(CCC[C@H](C)CCC[C@H](C)CCCC(C)C)O2	/	-1%	5%	/	i	/	-7%	/	/
Cc1ccc(S(=O)(=O)Nc2ccc3ccccc3c2)cc1	-3%	?	-14%	-2%	i	?	2%	?	-6%
Cc1cc(=O)c2c([nH]1)c(C)cc1[nH]c(C)c(C)c12	0%	8%	-11%	?	i	0%	9.2µM*	15	0%
Cc1ccc(/C=C/C(=O)NC(C)c2ccccc2)cc1 (stereo unspecified)	11%	1%	5%	-26%	i	-24%	-2%	-12	8%
CCC(CC)C(=O)c1c[nH]c(C(=O)NCc2ccccn2)c1	1%	-8%	?	13%	i	?	5%	-59*	-1%
COc1ccc(S(=O)(=O)c2c(O)c3ccc(C(=O)Nc4cccc(F)c4)cc3[nH]c2=O)cc1	13%	8%	/	4%	i	5%	-8%	-5	-1%
Cn1cc(/C=N/NC(=O)c2ccccc2O)c2ccccc21	6%	-1%	/	3%	i	4%	-3%	-12	2%
CN(Cc1nc(CCc2ccccc2)no1)Cc1cccs1	8%	-23%	38%	2%	i	-1%	?	-9	14%
C[C@H](Cc1ccccc1)Nc1ncnc2c1ncn2[C@@H]1O[C@H](CO)[C@@H](O)[C@H]1O	8%	1%	28%	0%	i	12%	6%	-13	?
COc1ccc(NC(=O)CSc2nc(-c3ccc(F)cc3)[nH]c2-c2ccc(C)cc2)cc1OC	/	/	?	-3%	?	-25%	/	/	/
CCOC(=O)CN(C(=O)CSc1nnc(Cc2ccccc2)n1-c1ccc(C)cc1)c1ccccc1	-10%	15%	-4%	-6%	i	-5%	4%	-10	-13%
Cc1sc2ncnc(SCC(=O)N3CCCC(C(N)=O)C3)c2c1C (stereo unspecified)	-1%	1%	11%	12%	i	15%	?	17	0%
O=C1c2ccccc2C(Nc2ccc3nc(-c4cccnc4)[nH]c3c2)N1Cc1ccco1 (stereo unspecified)	2%	-9%	11%	12%	?	19%	-5%	0	1%
CC(C)(C)c1ccc(NC(=O)COC(=O)CCN2C(=O)c3cccc([N+](=O)[O-])c3C2=O)cc1	0%	19%	15%	19%	i	?	-2%	6	-1%
O=C(O)CCC(NC(=O)C1CCCN1C(=O)OCc1ccccc1)C(=O)O (stereo unspecified)	11%	-5%	24%	-1%	i	13%	-14%	23	-9%
Cc1ccc(OC(C)C(=O)Nc2ccncc2)cc1 (stereo unspecified)	?	0%	/	-17%	i	3%	-1%	0	4%
C=CCn1c2ccccc2c2nnc(SC(CC)C(=O)Nc3sc4c(c3C#N)CCCC4)nc21 (stereo unspecified)	-3%	27%	-11%	-3%	i	?	24%	47	-7%
COc1cccc2c1C(CO)N1C(C#N)C3CC(C(=O)O)C(C1C2)N3C (stereo unspecified)	?	-6%	0.28µM*	0.026µM*	i	0.21µM*	0.92µM*	-116*	-9%
Cc1ccc(-c2nc3ccccc3c(=O)n2NC(=S)N(C)C)cc1	0%	8%	4%	-7%	i	-11%	2%	-3	-19%

Part of the list above with just KB-V1 cytotox and KB-3-1 cytotox:
molecule,KB-V1 cytotox,KB-3-1 cytotox
CC(C)(C)c1ccc(NC(=O)COC(=O)CCN2C(=O)c3cccc([N+](=O)[O-])c3C2=O)cc1,?,19%
CCC(CC)C(=O)c1c[nH]c(C(=O)NCc2ccccn2)c1,?,13%
Cc1ccc(/C=C/C(=O)NC(C)c2ccccc2)cc1 (stereo unspecified),-24%,-26%

The results go on.
SMILES	HT1080 IDH1KD tx	MCF10A rerep	ATXN2 expr inh	KB-3-1 cytotox	S2 tox	KB-V1 cytotox	SW480 rerep	IL1B secr inh	HT1080NT lethal
O=c1[nH]c2ccccc2cc1CN(Cc1ccco1)S(=O)(=O)c1ccc(F)cc1	0%	5%	?	?	i	0%	-9%	-30	6%
CN(C1CCCCC1)S(=O)(=O)c1ccc2c(c1)c(=O)c(C(=O)NCCCN1CCCC1)cn2C	-6%	1%	-7%	1%	i	?	4%	-5	-2%
COc1ccc(N/C(=N\c2nc(C)cc(C)n2)NC(=O)C(C)C)cc1OC	8%	?	0%	-4%	i	-3%	-35%[inhibitor]	12	-1%
O=C(N1CCN(S(=O)(=O)c2ccc(Cl)cc2)CC1)n1ccnc1	8%	?	-23%	27%	?	-20%	-2%	-11	2%
Cc1cccc(CCNS(=O)(=O)c2ccc3c(c2)oc(=O)n3C)c1	11%	1%	/	3%	/	7%	1%	0	17%
O=C(c1cc(S(=O)(=O)N2CCOCC2)c(Cl)cc1Cl)N1CCCC1	20%	-2%	0%	0%	?	-3%	-5%	7	1%
CCC(C)C(=O)Nc1ccc(S(=O)(=O)N2CCCC2)cc1 (stereo unspecified)	2%	?	-16%	-2%	i	-3%	?	14	1%
O=C(NCc1ccccn1)c1ccc(CNS(=O)(=O)c2cccc(Cl)c2)cc1	10%	-9%	5%	11%	i	-13%	-5%	22	0%
COc1ccc(/C=C2\SC(=O)N(CC(=O)NC3C=CS(=O)(=O)C3)C2=O)cc1 (stereo unspecified)	-1%	-2%	3%	5%	i	1%	15%	-3	-1%
CN1CCCN(Cc2ccccc2Br)CC1	12%	?	-4%	-1%	i	-1%	?	13	22%
O=C(O)CNS(=O)(=O)c1ccc2c3c(cccc13)C(=O)N2	-1%	1%	1%	-2%	?	0%	-90%[inhibitor]	-2	-3%
CCCCc1c(O)nc(SCC(=O)N2CCOCC2)n(-c2ccccc2C)c1=O	1%	-4%	-7%	0%	i	?	-3%	-1	-1%
C=C(C(=O)Oc1c(C(C)(C)C)cccc1C(C)(C)C)c1ccccc1	7%	2%	11%	0%	i	?	-15%	23	8%
CCOC(=O)CCC(=O)c1c(C)oc2ccc(OC)cc12	0%	-1%	-6%	3%	i	-12%	-6%	3	0%
CCc1ccc(-n2c(C)cc(/C=N/NC(=O)c3ccncc3)c2C)cc1	-6%	9%	-19%	?	i	0%	-11%	6	-6%
Cc1nnc(NC(=O)CCn2cnc3ccccc3c2=O)s1	10%	1%	-10%	27%	i	-4%	-3%	19	11%
Cc1ccc(Oc2ncnc(N)c2[N+](=O)[O-])cc1	10%	0%	-1%	?	/	5%	-15%	-13	19%
O=C(c1cccc(N2C(=O)C3CC=CCC3C2=O)c1)N1CCCCCC1 (stereo unspecified)	-9%	0%	8%	-6%	i	?	-2%	0	9%
CC(NC(=O)CN(C)Cc1ccc(Br)cc1)c1ccccc1 (stereo unspecified)	-1%	-15%	/	11%	i	0%	-5%	-9	-2%
Cc1cccc(C)c1NC(=O)C(=O)NCC(c1ccc2c(c1)OCO2)N1CCN(C)CC1 (stereo unspecified)	/	/	-2%	-1%	?	7%	/	/	/
Fc1ccc(-c2nnn3c2nc(NCc2ccccc2)c2ccccc23)cc1	-4%	?	4%&10%	-10%&1%	i	-5%&0%	?	8	20%
O=C(COC(=O)c1cnccn1)c1ccc(Br)cc1	16%	1%	1%	0%	i	?	-1%	13	13%
O=C(O)c1ccc(/C=N/Nc2ccc(S(=O)(=O)N3CCCC3)cc2[N+](=O)[O-])cc1	7%	3%	-6%	15%	i	14%	-48%[inhibitor]	7	13%
CC(C)CC(=O)NC(=S)Nc1nc(-c2cccc3ccccc23)cs1	?	?	0%	?	i	?	?	23	-16%
COc1cc(OC)cc(C(=O)Nc2ccc(S(=O)(=O)N3CCOCC3)cc2)c1	6%	2%	-3%	-5%	i	-3%	-5%	?	7%
COc1ccc(CN(C)C(=O)C2CSC3(C)CCC(=O)N23)c(OC)c1 (stereo unspecified)	-4%	/	/	-5%	i	0%	/	0	-5%
COc1ccc(NC2CCCN(C(=O)c3ccc(CSC)o3)C2)cc1OC (stereo unspecified)	-1%	13%	8%	-8%	i	-8%	-6%	35	2%
CN(CC(=O)NC1CC(C)(C)NC(C)(C)C1)S(=O)(=O)c1cc(Cl)ccc1Cl	11%	?	-2%	15%	?	?	0%	13	-13%
CC(C)CNC(=O)c1[nH]c(C(F)(F)F)nc1-c1ccccc1	-3%	/	0%	-12%	i	?	/	19	-4%
COc1ccc(-c2cc(C(=O)O)n(Cc3ccccc3)n2)cc1	/	/	16%	5%	i	?	/	/	/
